ADAM17 inh: inhibits human ADAM17 | inhibition, % at 6.95 µM | P78536 | 0.83% of 370,000 active | recombinant ADAM17, EDANS/DABCYL FRET peptide cleavage;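 active means inhibition above the mean of compounds lying between control limits plus 3 SD, set per campaign, cut at about 8.5% in these data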;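 further: 0% = DMSO-only wells as the low control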
Target sequence (P78536 215-824 limits assumed): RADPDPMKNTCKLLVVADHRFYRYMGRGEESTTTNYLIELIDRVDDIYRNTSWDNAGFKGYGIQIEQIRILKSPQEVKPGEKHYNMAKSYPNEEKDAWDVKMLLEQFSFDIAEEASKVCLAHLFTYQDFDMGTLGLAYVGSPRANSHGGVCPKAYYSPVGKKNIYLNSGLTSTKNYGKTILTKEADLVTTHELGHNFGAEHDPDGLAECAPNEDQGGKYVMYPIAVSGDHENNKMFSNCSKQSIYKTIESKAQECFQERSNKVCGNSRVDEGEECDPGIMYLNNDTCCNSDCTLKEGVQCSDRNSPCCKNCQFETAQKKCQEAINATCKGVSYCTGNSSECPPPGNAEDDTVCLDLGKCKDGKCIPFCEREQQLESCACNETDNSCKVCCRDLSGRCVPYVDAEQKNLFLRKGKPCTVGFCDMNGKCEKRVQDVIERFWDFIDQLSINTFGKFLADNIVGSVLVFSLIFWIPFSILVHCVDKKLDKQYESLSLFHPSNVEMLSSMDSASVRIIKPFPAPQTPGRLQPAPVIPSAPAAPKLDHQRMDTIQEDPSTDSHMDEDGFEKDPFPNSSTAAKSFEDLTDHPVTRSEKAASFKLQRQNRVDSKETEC
ssDAF-12 act: S. stercoralis DAF-12 activation, primary screen; 1% of 370,000 active; activation, % at 6.8 µM; HEK293 ssDAF-12/GRIP1 lit1-tk-luc reporter, luminescence; % of 3 µM dafachronic acid response;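 active means activation above the mean over all tested compounds plus 3 SD, cut at about 0.9% in these data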;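 further: 0% = DMSO-only wells and 100% = 3 µM delta7-dafachronic acid wells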
DAX1 inh-1: blocks DAX1 repression of SF-1 activated StAR promoter. HEK293T StAR-luciferase reporter, SF-1/DAX-1 repression relief. inhibition, % at 6.8 µM. 1.1% of 370,000 active. AID 652010;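 active means inhibition above the mean over all tested compounds plus 3 SD, cut at about 3.6% in these data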;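 further: 0% = DAX-1 cells with DMSO and 100% = cells lacking DAX-1 with DMSO; higher inhibition means more luminescence from relief of DAX-1 repression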
hcDAF12 agonist: activates DAF-12 receptor from parasite H. contortus; HEK293 hcDAF-12 lit1-tk-luc reporter, luminescence; 0% DMSO, 100% Δ7-dafachronic acid; 1.4% of 370,000 active; activation, % at 6.8 µM;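 active means activation above the mean of all tested compounds plus 3 SD, cut at about 5.5% in these data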;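 further: 100% = response to 3 µM Δ7-dafachronic acid high control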
MBD2 DNA inh: blocks human MBD2 binding to methylated DNA | TR-FRET, MBD2 binding to methylated oligonucleotide | Q9UBB5 | inhibition, % at 4.4 µM | 0.31% of 370,000 active; in the data active means inhibition above about 13%
DAX1 inh-2: NR0B1 (DAX1) inhibition. AID 504766. inhibition, % at 6.75 µM. 0.99% of 340,000 active. P51843. HEK293 Gal4-DAX1 luciferase reporter, luminescence;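 active means inhibition above the mean over all tested compounds plus 3 SD, cut at about 4.2% in these data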;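 further: 0% = DAX1-transfected cells with DMSO and 100% = empty-vector control cells with DMSO; inhibition shows as a rise in luminescence from relieved DAX1 repression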
Target sequence (P51843 207-470 limits assumed): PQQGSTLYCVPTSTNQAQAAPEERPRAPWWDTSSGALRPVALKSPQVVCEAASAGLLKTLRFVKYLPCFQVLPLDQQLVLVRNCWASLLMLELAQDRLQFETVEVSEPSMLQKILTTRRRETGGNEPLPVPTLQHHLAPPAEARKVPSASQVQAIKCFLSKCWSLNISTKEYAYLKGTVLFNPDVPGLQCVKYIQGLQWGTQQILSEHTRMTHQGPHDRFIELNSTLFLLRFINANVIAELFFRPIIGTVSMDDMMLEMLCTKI
PLC-beta3 inh: inhibitors of human phospholipase C beta3; inhibition, % at 12.2 µM; Purified PLC-beta3, fluorogenic substrate, fluorescence; AID 720704; Q01970; 0.18% of 370,000 active; in the data active means inhibition above about 11%;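 further: 0% = median of compound wells on plate and 100% = full blocker control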
SMARCA2 act: activators of SMARCA2 function | AID 652017 | activation, % at 9.1 µM | MG213 cells, MMTV-luciferase reporter, dexamethasone, overnight | 1% of 370,000 active; in the data active means activation above about 7.8%;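 further: 0% = vehicle wells and 100% = reference activator wells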
hgDAF12 agonist: hgDAF-12 agonism, primary luciferase screen | HEK293 GAL4-hgDAF12 UAS-luciferase reporter, agonist luminescence; normalized to butyrate control | activation, % at 6.8 µM | 1.8% of 370,000 active | AID 687014;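 active means activation above a cutoff set at the mean of all screened compounds plus 3 SD, cut at about 10% in these data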;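 further: 0% = DMSO wells and 100% = sodium butyrate wells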
PLC-gamma1 inh: PLC-gamma1 (human) inhibition, primary screen; inhibition, % at 12.2 µM; 0.84% of 370,000 active; purified PLC-gamma1, fluorogenic substrate, fluorescence; P19174; in the data active means inhibition above about 9.5%
NR1D1 modulator: modulators of human Rev-erb alpha DNA binding | Rev-erbα–FITC-DNA binding, fluorescence polarization, 90 min | P20393 | activity, % at 10 µM | 0.79% of 370,000 active;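 active means activity above about 14%, limit read from the data; passing the limit was not always enough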;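 further: 0% = DMSO wells with 35 nM protein and 100% = DMSO wells with 750 nM protein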
An asterisk follows results filed as active; i = inactive; . = not tested or not shown. Rows are unselected (roughly 7.4% active in at least one column).

SMILES	ADAM17 inh	ssDAF-12 act	DAX1 inh-1	hcDAF12 agonist	MBD2 DNA inh	DAX1 inh-2	PLC-beta3 inh	SMARCA2 act	hgDAF12 agonist	PLC-gamma1 inh	NR1D1 modulator
Cc1ccccc1C(=O)NNC(=O)C1CCN(c2ncccn2)CC1	-7	-0.7	0.3	-1.2	0	0.3	-11	-1	0.3	-7	3
COCc1cc(C)nc(OCC(=O)N/N=C/c2ccc(O)cc2O)c1C#N	-8	-1.0	-0.2	-0.8	-1	1.0	-4	1	0.5	-3	-4
CCOC(=O)C(CC)c1cc2n(c(=O)c1C#N)CCC21OCCO1 (centres undefined)	-152	-0.9	0.0	-0.1	2	.	-55	0	-2.3	-38	-2
CN(C)c1cccc(C(=O)NNC(=S)NC2CC3CCC2C3)c1 (centres undefined)	-8	-1.4	1.4	-0.5	4	0.2	-42	-1	1.0	-27	-5
Cc1nc(NS(=O)(=O)c2ccccc2C)c2c3c(sc2n1)CCC3	-25	-1.4	-0.5	-1.2	-3	.	-10	-2	1.1	-6	-5
COC(=O)COc1ccc(S(=O)(=O)N2CCN(c3ccccc3)CC2)cc1	2	-0.8	-0.5	-1.1	2	1.0	1	2	2.6	1	4
S=c1[nH]ccc2ccccc12	-6	-1.0	0.9	1.0	-4	1.2	-1	-4	0.1	-1	-5
CCCN1/C(=C(/C#N)C2=NS(=O)(=O)c3ccccc32)N(C)c2ccccc21	-3	-1.1	0.1	1.2	5	-0.2	2	-4	0.4	1	-1
COc1cccc(/C=C/C(=O)OCC(=O)Nc2ccc3c(c2)OCO3)c1	-15	-1.4	0.3	0.4	3	6.4*	-26	-3	0.9	-20	4
Cc1ccc2c(c1)c(C)c(C)n2CC(O)Cn1nc(C)c(Br)c1C (centres undefined)	1	-0.5	-0.3	-1.7	1	-0.1	3	-2	-0.6	-2	-2
CSCCC(NC(=O)c1ccccc1)C(=O)N1CCN(Cc2ccc(Cl)cc2)CC1 (centres undefined)	3	-1.0	-1.8	-3.1	-1	-2.0	0	-3	-1.8	5	0
Cc1ccc(-c2ccccc2NC(=O)CS(=O)CC(=O)Nc2ccc(C)c(Cl)c2)o1 (centres undefined)	-7	-1.0	-0.3	1.4	-14	0.1	-34	3	-0.3	-19	0
CS(=O)(=O)N(CC(=O)N1CCCCC1)c1ccc(Cl)c(C(F)(F)F)c1	-3	-1.7	0.2	-2.3	-4	0.3	1	-4	-4.5	0	1
O=C(c1ccc(-c2ccc(Cl)cc2)o1)N1CCN(S(=O)(=O)c2cccs2)CC1	-1	-1.0	-0.1	-1.6	3	-0.7	-6	0	6.8	0	0
Fc1ccc(/C=N/n2c(-c3cccs3)n[nH]c2=S)cc1	-5	-1.8	-0.4	-0.7	0	-0.5	-23	-2	-0.6	-12	2

SMILES	ADAM17 inh	ssDAF-12 act	DAX1 inh-1	hcDAF12 agonist	MBD2 DNA inh	DAX1 inh-2	PLC-beta3 inh	SMARCA2 act	hgDAF12 agonist	PLC-gamma1 inh	NR1D1 modulator
CCOC(=O)C1NN=C(C(=O)c2ccccc2)C1c1ccc(Cl)cc1 (centres undefined)	2	-1.7	-0.5	-1.5	1	-0.1	-10	-3	-0.5	-2	-5
O=C(CNC(=O)C(c1ccccc1)c1ccccc1)N/N=C\c1cccc(O)c1	1	-1.2	-0.4	-1.6	-4	-1.9	0	3	0.3	-2	2
O=C1c2ccccc2S(=O)(=O)c2cc(C(=O)N3CCN(c4c(Cl)cncc4Cl)CC3)ccc21	-6	-1.5	-0.3	-0.6	1	-2.0	1	3	-1.9	1	6
O=C(CCN1C(=O)CSc2ccccc21)Nc1ccc(OC(F)(F)F)cc1	2	-0.9	0.3	-2.4	1	-0.5	-8	-4	-1.6	-1	-2
COc1cccc2cc(C(=O)NCc3ccc(C)cc3)c(=N)oc12	-2	-0.8	-0.8	-0.7	1	0.0	-10	-2	-0.9	-4	2
COc1ccc(NC(=O)c2ccc3c(c2)C(=O)N(CC2CCCO2)C3=O)c(OC)c1 (centres undefined)	-1	-1.2	0.4	0.1	3	1.1	0	0	1.6	3	-1
O=S(=O)(CCN1CCN(c2ccccn2)CC1)c1ccc(Cl)cc1Cl	-4	-1.5	-0.7	0.6	1	0.3	-6	-4	-1.1	1	-3
CCc1ccc(NC(=O)NC(C)c2ccc3c(c2)OCO3)cc1 (centres undefined)	1	-0.8	-3.2	-1.6	1	0.1	-3	-1	2.4	-2	5
COc1ccc(C(C(=O)NC(C)(C)C)n2c(=O)c(-c3cc4ccccc4[nH]3)nc3ccccc32)cc1 (centres undefined)	-120	0.3	0.0	2.9	1	.	i	-4	1.7	i	0
Cc1ccc(C)c(N2CCN(S(=O)(=O)c3c(C(=O)N4CCCCC4)c(C)n(C)c3C)CC2)c1	3	-0.4	-0.4	-2.9	1	1.0	-4	-3	-1.9	4	0
COc1ccc(OC)c(C2NC(=O)N(C)C(C)=C2C(=O)OCc2ccccc2)c1 (centres undefined)	-1	-1.4	-0.2	-1.3	-1	-2.4	-13	-1	-3.5	-2	-4
O=C(O)c1cc(N/N=C/c2ccc(OCc3ccccc3)cc2)ccc1Cl	-25	-1.2	-0.3	-0.2	2	-0.4	-5	3	1.8	-3	1
CCN1CCCC1CNC(=O)c1cc([N+](=O)[O-])c(N(C)C)cc1OC (centres undefined)	-2	-0.6	0.3	5.5	-1	-0.2	-8	-1	-1.2	1	6
Cc1ccc(OCC(=O)Nc2ccncc2)cc1C	-5	-1.5	-2.2	-0.9	5	-1.5	-3	-6	0.2	0	1
Cc1ccccc1CN1CCCNC1=O	-4	-0.6	1.5	-0.3	-3	0.6	3	-2	-3.8	0	1

SMILES	ADAM17 inh	ssDAF-12 act	DAX1 inh-1	hcDAF12 agonist	MBD2 DNA inh	DAX1 inh-2	PLC-beta3 inh	SMARCA2 act	hgDAF12 agonist	PLC-gamma1 inh	NR1D1 modulator
CC12CCC(C(=O)NNc3ccccc3)(OC1=O)C2(C)C (centres undefined)	-5	-1.7	0.6	0.4	4	-0.8	-9	0	-2.5	0	-2
Cc1nc2ccccn2c1-c1ccnc(SCc2ccc(Cl)cc2)n1	-37	-2.4	-0.1	-2.4	3	-0.7	-97	-5	-0.4	-60	14
COC(=O)c1ccc(NC(=S)NC2c3ccccc3CC2O)cc1 (centres undefined)	4	-1.3	-0.5	-0.2	4	.	4	8.3*	0.6	4	6
Cc1ccc(NC(=O)CNc2ccc(OC(C)C)cc2)cc1	-4	-0.8	-0.1	-0.6	0	0.1	-4	-2	2.2	-5	2
CCN(CC)CCN(Cc1cc2cc3c(cc2[nH]c1=O)OCCO3)C(=S)NCC1CCCO1 (centres undefined)	-28	-0.4	0.3	0.4	-3	0.1	-25	-2	-1.8	-20	-1
Cc1cc(NC(=O)CCCN2C(=O)c3cccnc3C2=O)ccc1Br	-2	0.3	-0.8	0.4	-2	0.4	-6	-1	3.6	1	-2
CCOC(=O)CN(C(=O)COc1ccc2c(C)cc(=O)oc2c1)c1ccc(OCC)cc1	-3	-0.7	0.5	-0.5	3	-0.7	2	-1	-1.1	0	3
CCCSC1=C(C#N)C(c2ccccc2C)CC(=O)N1 (centres undefined)	-6	-1.1	-0.7	0.5	3	-0.5	-3	0	0.5	0	-2
OCCC1CN(C2CCSCC2)CCN1C1CCCC1 (centres undefined)	-5	-0.5	-0.9	-1.0	-1	0.9	2	-4	-0.4	0	-2
CC(C)c1ccc(NC(=O)COC(=O)CSc2nnc(N)s2)cc1	-2	-0.9	0.4	1.3	5	-0.1	0	-2	1.6	0	-3
COc1cc(C)c(NC(=O)c2cc(C3CC3)nc3c2cnn3C(C)C)cc1OC	1	-2.2	-1.4	-1.6	-3	-0.5	-7	-3	-4.8	-1	3
CN(Cc1cccnc1)C(=O)c1ccc2nc(Cc3ccccc3F)oc2c1	-1	-1.0	1.3	1.3	-3	0.4	-7	0	4.3	0	6
COc1cc(OC)nc(Oc2ccccc2C(=O)Oc2ccc(F)cc2Cl)n1	1	-0.7	-1.0	3.4	-5	0.4	2	2	-1.1	3	1
COc1ccc(N2C(=O)c3ccccc3NC2c2ccccc2O)cc1 (centres undefined)	-41	0.4	2.4	0.7	8	1.8	-79	2	7.8	-53	-1
O=[N+]([O-])c1ccc2c(c1)OCCOCCOCCOCCOCCOCCO2	0	-0.6	-0.1	0.5	-2	2.5	6	1	-1.4	8	4

SMILES	ADAM17 inh	ssDAF-12 act	DAX1 inh-1	hcDAF12 agonist	MBD2 DNA inh	DAX1 inh-2	PLC-beta3 inh	SMARCA2 act	hgDAF12 agonist	PLC-gamma1 inh	NR1D1 modulator
O=C(CN1C(=O)C2C3CCC(C3)C2C1=O)Oc1ccc2ccccc2c1 (centres undefined)	-4	-1.0	-0.1	0.5	-2	-0.3	1	2	-3.6	3	2
Cn1cc(CN2CCN(c3ncccn3)CC2)c(-c2cccc(Cl)c2)n1	3	-1.7	-1.1	-2.5	-7	0.2	-1	-3	-4.8	1	3
Cc1cccc(N2CCN(C(=O)/C=C/c3cccs3)CC2)c1C	4	-1.7	0.3	-1.6	-5	-0.5	-6	0	0.9	-5	-3
COc1ccc(OC)c(CCNC(=O)CCCc2nnc3n(C)c(=O)c4sccc4n23)c1	-2	-1.1	-0.2	-1.4	7	0.6	-6	-1	-2.9	-1	-1
Cc1ccc(S(=O)(=O)CCC(=O)Nc2cccc(C)c2)cc1	-3	-1.3	0.1	-1.1	0	1.8	0	-2	-0.7	-1	4
O=S(=O)(c1ccc(F)cc1)N1CC=C(c2ccccc2)CC1	0	-0.9	0.3	-0.7	1	.	-87	5	-0.7	1	1
COc1ccc(NC(=O)CSc2nc(SC)ns2)cc1	-4	-0.4	1.2	2.7	-8	0.9	-8	2	9.5	-1	0
CCC(=O)N1CCN=C1SCc1cccc(C(F)(F)F)c1	-4	-1.3	-0.1	-1.1	1	1.7	-5	-1	3.2	1	1
c1ccc2[nH]c(NN=C3CCCCCC3)nc2c1	-2	-0.4	1.4	4.7	-5	1.1	-29	-5	2.4	-12	-3
CCC(C)NC(=O)CSc1nnc(-c2c[nH]c3ccccc23)o1 (centres undefined)	-3	-1.4	-1.1	-1.7	-3	-0.3	1	2	1.1	0	-3
COCCCN1C(=O)C(CC(=O)NC2CCCC2)CC(C(=O)N2CCOCC2)=C1C (centres undefined)	-3	-0.7	-1.0	-2.4	1	-0.1	1	-6	-2.7	-1	0
COc1ccc(NC(=O)c2ccccc2C)c(OC)c1	-1	-1.8	-1.1	-1.2	2	0.5	2	0	-0.1	2	0
CC(C)OC(=O)CSc1ncnc2c1cnn2Cc1ccccc1	-3	-0.8	0.7	-0.7	2	0.8	-3	1	-0.9	-1	-1
COc1cccc(C2CC(=O)Nc3n[nH]c(-c4ccccc4)c32)c1OC (centres undefined)	-6	-1.7	-0.3	-3.1	3	1.4	-7	0	3.0	-1	3
Cc1cccc(-c2noc(CCCC(=O)N3CCOCC3)n2)c1	2	-0.9	0.3	-0.6	-2	2.0	3	-2	-1.1	3	3
COc1ccc(NC(=O)CSCc2ccc(C#N)cc2)c(OC)c1	-2	-1.2	-0.1	-1.5	0	-0.1	-3	-1	-1.9	-2	-7

An excerpt from above in order of their number in DAX1 inh-2, ascending:
| molecule | DAX1 inh-2 |
| --- | --- |
| Cc1ccc2c(c1)c(C)c(C)n2CC(O)Cn1nc(C)c(Br)c1C (centres undefined) | -0.1 |
| c1ccc2[nH]c(NN=C3CCCCCC3)nc2c1 | 1.1 |
| COc1cccc(/C=C/C(=O)OCC(=O)Nc2ccc3c(c2)OCO3)c1 | 6.4* |

Compound activity from PubChem BioAssay.
